Assay outcomes (PubChem BioAssay)
CAL PDZ FP-1: untagged CAL PDZ binding inhibitors, primary screen, biochemical, fluorescence polarization, HTS; purified CAL PDZ, TMR-peptide fluorescence polarization, 1 h; inhibition, % at 24.9 µM; hit rate 0.92% among 300,000; AID 602252, 2012;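 active means mean inhibition of at least 30% with at least half of replicates also reaching 30%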;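 further: 0% = DMSO neutral control and 100% = excess unlabeled competitor peptide PRC23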
PvdQ acylase: P. aeruginosa PvdQ acylase inhibitors, primary screen, biochemical, fluorescence, plate reader and imaging, single point. PvdQ acylase [Pseudomonas aeruginosa LESB58]. hit rate 0.063% among 340,000. purified PvdQ acylase. inhibition, % at 10 µM. AID 488965, 2010; in the data active means inhibition above about 30%, passing the limit was not always enough;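 further: 0% = vehicle neutral wells and 100% = reference inhibitor wells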
dFosB act: activators of delta FosB homodimer, primary screen, biochemical, fluorescence polarization, TAMRA-CDK5 oligo, single point; purified delta FosB; percent of positive-control signal above neutral wells; AID 493131, 2011; activation, % at 25 µM; Protein FosB (Mus musculus), P13346; hit rate 0.99% among 340,000;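 active means mean activation above about 17%, with every replicate also reaching it, limit read from the data, passing the limit was not always enough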;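 further: fluorescence polarization rise as delta FosB binds a TAMRA Cdk5 AP-1 oligo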
Rtt109 Vps75: inhibitors of C. albicans Rtt109/Vps75 HAT, primary screen, biochemical, ThioGlo CoA-SH fluorescence, plate reader. purified Rtt109/Vps75, 4 h. inhibition, % at 34.9 µM. hit rate 0.16% among 330,000. AID 540336, 2011;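 active means inhibition of at least 50% in every replicate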
Target sequence (Q5AAJ8 whole entry, looked up): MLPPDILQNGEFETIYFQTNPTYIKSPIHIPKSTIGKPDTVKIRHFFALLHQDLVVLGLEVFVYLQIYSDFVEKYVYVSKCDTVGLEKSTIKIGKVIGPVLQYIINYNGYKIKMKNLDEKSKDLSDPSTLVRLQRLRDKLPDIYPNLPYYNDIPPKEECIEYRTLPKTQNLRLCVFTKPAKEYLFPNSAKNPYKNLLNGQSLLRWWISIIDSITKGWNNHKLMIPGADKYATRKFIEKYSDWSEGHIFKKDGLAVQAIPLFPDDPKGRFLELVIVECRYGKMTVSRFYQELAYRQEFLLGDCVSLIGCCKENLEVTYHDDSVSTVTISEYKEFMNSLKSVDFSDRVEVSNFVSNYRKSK
SR-BI DiI inh: inhibitors of SR-BI mediated HDL lipid uptake, primary screen, ldlA[mSR-BI] cells, fluorescence, single point. Scavenger receptor class B member 1 (Mus musculus), Q61009. inhibition, % at 12.5 µM. ldlA[mSR-BI] CHO cells, DiI-HDL uptake fluorescence, 3 h. hit rate 0.96% among 320,000;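 active means mean replicate inhibition of at least 70% and a set share of replicates each scoring 70 or more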;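 further: 0% = median of neutral control wells and 100% = median of positive control wells; values of inactives mirror those of a sister screen read the other way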
Target sequence (Q61009 whole entry, looked up): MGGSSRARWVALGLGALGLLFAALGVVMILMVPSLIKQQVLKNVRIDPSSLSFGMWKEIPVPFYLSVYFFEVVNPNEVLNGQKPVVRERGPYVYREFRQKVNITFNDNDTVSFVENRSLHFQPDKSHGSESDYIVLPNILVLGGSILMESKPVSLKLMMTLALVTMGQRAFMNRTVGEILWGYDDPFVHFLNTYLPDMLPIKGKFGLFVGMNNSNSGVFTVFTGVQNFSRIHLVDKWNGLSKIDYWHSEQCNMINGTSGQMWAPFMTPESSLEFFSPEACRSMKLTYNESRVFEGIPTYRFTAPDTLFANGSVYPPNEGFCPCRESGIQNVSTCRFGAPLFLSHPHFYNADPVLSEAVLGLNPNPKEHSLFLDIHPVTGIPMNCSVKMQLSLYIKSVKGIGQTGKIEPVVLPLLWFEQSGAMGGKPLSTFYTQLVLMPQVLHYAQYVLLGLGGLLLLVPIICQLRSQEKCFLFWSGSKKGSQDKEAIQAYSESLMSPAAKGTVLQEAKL
CAL PDZ FP-2: CAL PDZ peptide-binding inhibitors, primary screen, biochemical, fluorescence polarization, Cer-tagged CAL PDZ, HTS; Golgi-associated PDZ and coiled-coil motif-containing protein (Homo sapiens), Q9HD26; purified CAL PDZ, TMR-peptide fluorescence polarization, 1 h; inhibition, % at 20 µM; hit rate 0.02% among 330,000; AID 504414, 2011;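 active means highest replicate inhibition of at least 40%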;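 further: plate controls were DMSO neutral control wells for no effect and unlabeled competitor peptide control wells for full effect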
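Assay system – tagged CAL PDZ protein CerCALP, purified · Timing – 1 h at RT · Compound – single point, 20 µM · Measured by – fluorescence polarization from S- and P-plane intensities, G-factor corrected · Evaluation – inhibition from polarization loss · Probe or stimulus – TMR reporter peptide T*-PRC34 · Buffer or medium – pH 7.4 phosphate-saline buffer, reducing agent, detergent, IgG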
SR-BI uptake up: activators of SR-BI mediated DiI-HDL uptake, primary screen, ldlA[mSR-BI] CHO cells, DiI fluorescence | hit rate 0.096% among 320,000 | AID 504775, 2011 | activation, % at 12.5 µM | 3 h; 100 = double the neutral-control signal;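 active means mean replicate activation of at least 60% and every replicate at or above 60%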;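 further: 0% = median plate neutral-control signal and 100% = twice that signal; values of inactives mirror those of a sister screen read the other way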
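system = CHO ldlA[mSR-BI] cells, LDL receptor-null, SR-BI overexpressing | medium = Ham's F12 with 0.5% BSA, HEPES 25 mM, pH 7.4 | probe or stimulus = DiI-HDL 10 µg/mL | compound dosing = single-point compound dose | incubation = compound exposure 3 h, 37 °C | technique = DiI fluorescence, bottom read | read-out = cell-associated DiI fluorescence as measure of HDL uptake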
PfHsp90 yeast 2: growth inhibition of PfHsp90-expressing yeast, primary screen, antimalarial PfHsp90 inhibitor project, S. cerevisiae, BacTiter-Glo luminescence, single point, set 2; hit rate 0.32% among 310,000; inhibition, % at 9.4 µM; BacTiter-Glo ATP, 48 h; yeast lacking PDR1 and PDR3 efflux regulators; AID 504621, 2011;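 active means every replicate shows inhibition above about 80%, whatever the replicate mean, limit read from the data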;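 further: 0% = DMSO neutral controls and 100% = 20 µM radicicol positive controls; yeast relying on Plasmodium falciparum Hsp90 in place of its own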
MITF TRPM1 HTS: activators of MITF-driven TRPM1 promoter reporter, primary screen, cell-based, SK-MEL-5, luciferase, single point; activation, % at 12.5 µM; hit rate 0.75% among 300,000; SK-MEL-5 TRPM1-promoter luciferase, 24 h; % of positive control, neutral wells = 0;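 active means mean activation of at least 80% with every replicate also reaching 80%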;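 further: 0% = neutral control wells and 100% = parthenolide positive control wells; values of inactives mirror those of a sister screen read the other way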
NSD2 HMT inh: NSD2 histone methyltransferase inhibitors, primary screen, biochemical, AlphaScreen, single concentration, set 2; Histone-lysine N-methyltransferase NSD2 (Homo sapiens), O96028; NSD2 peptide methylation, 120 min; inhibition, % at 12.5 µM; hit rate 0.54% among 310,000; AID 743445, 2014; in the data active means inhibition above about 50%
* marks the source's active call; other numbers are inactive results; nt = no result given.

SMILES	CAL PDZ FP-1	PvdQ acylase	dFosB act	Rtt109 Vps75	SR-BI DiI inh	CAL PDZ FP-2	SR-BI uptake up	PfHsp90 yeast 2	MITF TRPM1 HTS	NSD2 HMT inh
CCc1nnc(NC(=O)CSCc2cc(=O)n3ccsc3n2)s1	-3	7	0	0	-12	-1.2	12	-3	-2	-4
O=C(c1ccc(OC2CCN(CCc3ccccc3)CC2)cc1)N1CCCC(O)C1 (configuration not stated)	2	6	-11	8	-2	-0.1	2	4	6	-4
COc1ccc(/C=C(/NC(=O)c2ccccc2)C(=O)N/N=C/c2ccc3c(c2)OCO3)cc1OC	-3	2	1	3	9	-1.6	-9	-31	22	-5
CC[C@]12c3[nH]c4ccccc4c3CCN1C(=O)C(CC(=O)NCCCn1ccnc1)C[C@@H]2C(=O)N1CCN(C(=O)C2CC2)CC1 (some centres not stated)	-16	-1	-1	6	8	1.0	-8	6	-1	nt
COc1ccc(OC)c(S(=O)(=O)N(C)CC(=O)Nc2ccc3c(c2)OCO3)c1	-1	-17	-9	-2	19	-0.9	-19	3	10	nt
COCCn1c(=O)[nH]c2cc(C(=O)N3CCN(c4ccc(Cl)cc4)CC3)ccc2c1=O	1	-3	11	-10	-3	-0.9	3	9	-23	nt
O=C(NC1CCCCC1)C(c1ccccc1)N1CCOCC1 (configuration not stated)	1	-16	6	-9	2	-0.5	-2	nt	7	-2
COc1cccc(NC(=S)NC(=O)c2c(Cl)c(C)nn2C)c1	-3	13	10	-1	-9	-1.5	9	7	11	-1
O=c1oc(-c2cccs2)nc2scc(-c3cccs3)c12	nt	-6	10	-11	-14	0.4	14	-15	nt	2
COc1ccc(S(=O)(=O)NCC2CCCN(C(=O)c3sccc3C)C2)cc1 (configuration not stated)	-1	1	2	3	-3	2.0	3	0	5	-4
N#Cc1c(NC(=O)CSc2ncnc3c2cnn3-c2ccccc2Cl)sc2c1CCCC2	-3	-12	-15	3	41	-0.9	-41	9	6	-1
CCOC(=O)c1cnn(CCOC(=O)C(C)(C)C)c1NC(=O)C(C)(C)C	-2	-10	-14	7	-13	1.0	13	-17	-6	3
CCOC(=O)c1ccc(NC(=O)Nc2c(C)nn(C)c2C)cc1	-1	-3	0	-10	5	-1.7	-5	-7	-11	-8
COc1ccc(OCCn2c(NC(=O)c3ccco3)nc3ccccc32)cc1	-1	-9	-4	3	27	-0.8	-27	-21	2	12
CCCN(CCC)c1ccc(/C=C/c2ccc3cc(OCC)ccc3n2)cc1	-29	-18	-5	1	71*	-4.0	-71	5	51	5
O=C(NC1CCCCC1)NC1CC2CCC(C1)N2Cc1nnnn1Cc1ccc2c(c1)OCO2 (configuration not stated)	-2	-15	-10	8	1	-1.5	-1	-12	-12	-1
O=S(=O)(NCC1CCCO1)c1ccc2ccccc2c1 (configuration not stated)	-1	14	2	2	-15	-0.3	15	-51	-3	7
COc1ccccc1/C=C/C(=O)/C=C/c1ccccc1O	-2	-10	-26	-2	32	0.1	-32	29	-66	1
O=C(Nc1cc(C(F)(F)F)ccc1N1CCOCC1)c1cncc(Br)c1	nt	-18	-3	-15	37	-0.8	-37	nt	1	-4
Cc1ccccc1Nc1nc(N)nc(COC(=O)CCNS(=O)(=O)c2ccccc2)n1	-1	-7	-5	6	-2	-1.4	2	nt	-2	1
COc1ccc(-c2noc(CCC(=O)N3CCN(c4cccc(C)c4)CC3)n2)cc1	-4	-2	4	8	4	0.7	-4	14	0	nt
O=C(COC(=O)c1ccc(S(=O)(=O)N2CCCCC2)cc1)Nc1ccccc1	3	9	21*	16	-7	-0.1	7	-8	4	-2
COc1ccc(C)cc1NC(=S)NC(C)c1ccc(OC)c(OC)c1 (configuration not stated)	-7	-6	-12	0	6	-2.6	-6	15	-3	1
O=C(Oc1ccc(Cl)c2ccccc12)N1CCCCC1	-1	-8	-5	0	16	-1.4	-16	nt	68	-4
CC(C(=O)Nc1ccccc1C(=O)O)n1c(C(F)(F)F)nc2ccccc21 (configuration not stated)	-2	7	7	-4	11	-1.1	-11	-16	-6	2
CCCCCNC(=O)CCc1ccccc1	-1	-3	-2	nt	-24	-2.7	24	5	nt	2
CCn1c(=O)[nH]c2cc(C(=O)N3CCN(c4ccccc4)CC3)ccc2c1=O	nt	1	-4	2	-23	-2.8	23	nt	-5	-2
CC(C)c1ccc(NC2CCCN(C(=O)c3ccco3)C2)cc1 (configuration not stated)	-7	-11	-6	4	-4	0.0	4	-21	9	10
Cc1c(NC(=S)N/N=C/C=C/c2ccccc2)c(=O)n(-c2ccccc2)n1C	-2	-12	-10	0	33	0.7	-33	-12	17	1
CCc1ccc(CNC(=O)CCS(=O)(=O)Cc2ccccc2F)cc1	6	3	0	30	8	-0.1	-8	12	1	-4
O=C1NCCC/C1=N\Nc1ccc(Br)cc1	-3	3	1	9	-16	-0.2	16	6	18	nt
O=C1CC(N2CCN(c3ccc(F)cc3)CC2)C(=O)N1Cc1cccs1 (configuration not stated)	-3	-21	-5	7	-13	-2.8	13	40	7	nt
CC1CN(CCC(=O)Nc2ccc3c(c2)CCC3)CC(C)O1 (configuration not stated)	-2	-13	-4	-9	-2	-0.9	2	28	-10	0
Brc1cc2c(cc1/C=N/Nc1nc(N3CCOCC3)nc(N3CCOCC3)n1)OCO2	-4	23	0	-5	51	-1.1	-51	16	11	33
Cn1cc(/C=C(\C#N)C(=O)Nc2cccc([N+](=O)[O-])c2)c2ccccc21	nt	1	45*	0	1	0.0	-1	-11	-29	0
CS(=O)(=O)c1ccc(Cl)c(NC(=O)CSc2n[nH]c(-c3cccs3)n2)c1	-1	-16	-5	-4	-1	-0.5	1	-10	-7	-1
COc1ccc(/C=C/C(=O)NC(=S)NNC(=O)Cc2cccs2)cc1	-3	7	-9	10	5	-0.5	-5	0	-9	-3
Cc1ccc(-c2nc(C)c(C(=O)O)s2)cc1	-3	3	1	-2	-6	-0.3	6	9	24	-9
c1ccc(C[n+]2csc3ccccc32)cc1	nt	6	-2	11	22	1.0	-22	4	0	15
Cc1ccc(OCCC(=O)OCC(=O)Nc2ccc(C)c(S(=O)(=O)N3CCOCC3)c2)cc1	-2	8	-8	-6	-3	-0.2	3	0	13	1
COc1cccc(OC)c1C(=O)NNC(=O)c1ccc(F)cc1	68*	-10	4	0	-13	-0.7	13	-31	0	-6
Cc1cc(C(=O)NC2CCC(O)CC2)c(C)o1 (configuration not stated)	-5	-8	1	-3	-12	0.7	12	-10	-3	-4
O=C(c1ccc2c(=O)n(CCc3ccccc3)c(=O)[nH]c2c1)N1CCN(c2ccc(F)cc2)CC1	-1	-2	-11	-3	22	-0.5	-22	4	-44	nt
O=C(NCCCNc1ccc([N+](=O)[O-])cc1)C(F)(F)F	0	-7	5	2	-14	-1.7	14	7	14	1
O=[N+]([O-])c1cccc(/C=N\N=C2c3ccccc3-c3ccccc32)c1O	-4	16	0	4	-1	0.3	1	0	-3	5
O=C(NC1CC1)c1cc(OCC(F)(F)F)ccc1OCC(F)(F)F	-1	7	-12	6	5	-2.0	-5	-15	-1	1
CC(C)(C)c1ccc(-c2nc3c(C#N)c(-c4ccc5c(c4)OCO5)ccn3n2)cc1	nt	-12	-1	-1	7	0.7	-7	nt	-6	1
CCN1CCN(c2ccc(NC(=O)c3ccco3)cc2Cl)CC1	3	-7	5	1	nt	-2.2	nt	17	63	18
CCCCCCOC(=O)C(C#N)c1nc2ccccc2nc1N1CCCCC1 (configuration not stated)	-3	9	-8	-21	nt	-0.2	nt	13	nt	-2
CCn1ncc([N+](=O)[O-])c1C(=O)Nc1nc2cccc(C)c2s1	-1	-5	-2	nt	15	-1.5	-15	-12	3	-1
CS(=O)(=O)c1ccc2nc(NC(=O)c3ccco3)sc2c1	2	-11	-16	-10	-6	-0.5	6	27	22	nt
O=C(O)C1=C[C@@H](c2ccc(C(F)(F)F)cc2)C[C@@H](OCc2ccc(CO)cc2)O1	-2	-11	9	-6	-17	-0.1	17	-2	-6	nt

Among those listed so far, 7 have two or more sulfur atoms:
SMILES	CAL PDZ FP-1	PvdQ acylase	dFosB act	Rtt109 Vps75	SR-BI DiI inh	CAL PDZ FP-2	SR-BI uptake up	PfHsp90 yeast 2	MITF TRPM1 HTS	NSD2 HMT inh
CCc1nnc(NC(=O)CSCc2cc(=O)n3ccsc3n2)s1	-3	7	0	0	-12	-1.2	12	-3	-2	-4
O=c1oc(-c2cccs2)nc2scc(-c3cccs3)c12	nt	-6	10	-11	-14	0.4	14	-15	nt	2
COc1ccc(S(=O)(=O)NCC2CCCN(C(=O)c3sccc3C)C2)cc1 (configuration not stated)	-1	1	2	3	-3	2.0	3	0	5	-4
N#Cc1c(NC(=O)CSc2ncnc3c2cnn3-c2ccccc2Cl)sc2c1CCCC2	-3	-12	-15	3	41	-0.9	-41	9	6	-1
CS(=O)(=O)c1ccc(Cl)c(NC(=O)CSc2n[nH]c(-c3cccs3)n2)c1	-1	-16	-5	-4	-1	-0.5	1	-10	-7	-1
COc1ccc(/C=C/C(=O)NC(=S)NNC(=O)Cc2cccs2)cc1	-3	7	-9	10	5	-0.5	-5	0	-9	-3
CS(=O)(=O)c1ccc2nc(NC(=O)c3ccco3)sc2c1	2	-11	-16	-10	-6	-0.5	6	27	22	nt
